TrxR1 substrate: substrates of rat thioredoxin reductase 1. 390,000 tested, 0.01% active. O89049. purified TrxR1 substrate turnover, NADPH consumption readout. Potency, µM (top dose mostly 114 µM), for the others: top-dose activity change, negative = substrate turnover; also: potency is read from the fitted curve at half-maximal effect; % is scaled to controls: 0 for no effect and ±100 for the full control effect; nearly all actives have a fitted effect of over 50% in size
Target sequence (O89049 whole entry, looked up): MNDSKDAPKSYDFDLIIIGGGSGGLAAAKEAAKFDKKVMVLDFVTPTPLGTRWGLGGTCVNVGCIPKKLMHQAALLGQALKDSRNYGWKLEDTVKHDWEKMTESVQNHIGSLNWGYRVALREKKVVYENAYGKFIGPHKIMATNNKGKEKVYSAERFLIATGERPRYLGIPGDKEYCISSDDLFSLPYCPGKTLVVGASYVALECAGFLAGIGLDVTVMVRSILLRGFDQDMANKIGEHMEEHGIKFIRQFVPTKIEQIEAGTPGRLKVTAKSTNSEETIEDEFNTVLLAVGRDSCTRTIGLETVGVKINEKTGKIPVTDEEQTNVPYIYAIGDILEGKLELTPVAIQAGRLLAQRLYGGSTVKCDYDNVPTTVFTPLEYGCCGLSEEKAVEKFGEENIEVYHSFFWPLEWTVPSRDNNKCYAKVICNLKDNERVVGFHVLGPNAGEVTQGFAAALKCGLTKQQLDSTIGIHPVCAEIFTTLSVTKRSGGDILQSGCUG
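Rat TrxR1, dispensed at 90 nM, was prereduced with 400 uM NADPH (final) for 5 min at ~22 deg C, then incubated with compound 15 min before 400 uM selenite. A first-read NADPH fluorescence drop versus no-compound background flagged substrates.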
mIDH1 inhibitor: blocks human mutant IDH1 R132H enzyme | O75874 | IDH1-R132H enzyme, NADPH consumption, diaphorase/resazurin fluorescence | Potency, µM (highest dose often 76.6 µM), inactives show top-dose activity change, negative = inhibition, most hits filed as inhibitors | 390,000 tested, 0.093% active; also: potency is read from the fitted curve at half-maximal effect; % is scaled to controls: 0 for no effect and ±100 for the full control effect; nearly all actives have a fitted effect of over 65% in size
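IDH1-R132H (0.5 ug/mL) preincubated 30 min with compound, then NADPH (0.016 mM) and alpha-KG (2 mM) added; 80 min at RT, pH 7.5. Remaining NADPH coupled via diaphorase/resazurin to fluorescence (540/590 nm); concentration-response curves normalized to no-enzyme control.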
rTrxR1 inhibitor: rat TrxR1 inhibition; Potency, µM (doses to about 114 µM), without a hit: at the top dose activity change, negative = inhibition, most hits filed as inhibitors; recombinant rTrxR1, NADPH fluorescence consumption, selenite substrate; 390,000 tested, 1% active; O89049; also: potency is read from the fitted curve at half-maximal effect; % is scaled to controls: 0 for no effect and ±100 for the full control effect; nearly all actives have a fitted effect of over 65% in size
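Rat TrxR1 (90 nM in the dispensed reagent) was pre-reduced with 400 uM NADPH for 5 min at room temperature, then incubated with compound for 15 min. After 400 uM selenite was added, NADPH fluorescence (Ex 340/Em 450 nm) was followed for 8 min.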
PI4K2A inh: inhibitors of human PI4K2A. Q9BTU6. activity change, negative = inhibition, % at 76.9 µM. purified PI4K2A, ADP-Glo luminescence, 1 h; hits give low values. 420,000 tested, 0.13% active; in the data active = activity change below about -50%; inconclusive = mostly about -30% to -49%;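 also: -100% = wells without enzyme as full effect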
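ADP-Glo luminescence measured ADP generated by PI4K2A enzyme (4 ug/mL before mixing) with 1.2 mM PI substrate (pre-mix) and 300 microM ATP (pre-mix). Tris pH7.5 buffer with MgCl2, Triton X-100; 1 h reaction at ambient temperature.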
USP1 inh: blocks the human USP1/UAF1 deubiquitinase complex | O94782 | recombinant USP1/UAF1, Ub-Rhodamine cleavage fluorescence | Potency, µM (doses to about 57.1 µM), for the others: top-dose activity change, negative = inhibition, most hits filed as inhibitors | 390,000 tested, 0.23% active | AID 743255; also: potency is read from the fitted curve at half-maximal effect; % is scaled to controls: 0 for no effect and ±100 for the full control effect; nearly all actives have a fitted effect of over 60% in size; inactives centre near -12
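Step one: compound is pinned into 1nM USP1/UAF1 in HEPES pH 7.8 buffer with TCEP. Step two: 15 min room-temperature incubation. Step three: Ub-Rho (150nM final) starts cleavage, tracked by fluorescence over six one-minute reads.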
TRHR enhancer: allosterically enhances the human TRH receptor | enhancement, % at 2 µM | 360,000 tested, 0.66% active | TRHR cells, fluo-8 calcium fluorescence, EC20 TRH enhancement; in the data active = enhancement above about 30%; also: 0% is about no effect
Target sequence (P34981 whole entry, looked up): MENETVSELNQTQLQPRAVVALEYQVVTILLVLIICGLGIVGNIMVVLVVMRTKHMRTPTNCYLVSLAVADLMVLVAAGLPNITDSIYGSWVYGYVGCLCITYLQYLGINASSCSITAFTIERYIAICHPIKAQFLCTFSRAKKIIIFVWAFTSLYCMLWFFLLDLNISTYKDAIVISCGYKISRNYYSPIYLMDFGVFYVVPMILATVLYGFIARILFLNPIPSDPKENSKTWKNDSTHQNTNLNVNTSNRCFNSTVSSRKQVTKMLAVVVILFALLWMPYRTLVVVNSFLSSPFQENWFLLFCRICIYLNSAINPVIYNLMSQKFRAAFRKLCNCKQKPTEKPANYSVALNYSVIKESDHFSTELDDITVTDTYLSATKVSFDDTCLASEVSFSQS
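Enhancer read-out: after compound pinning and an initial kinetic agonist-mode read, an EC20 of TRH (10 nM final) was injected and fluo-8 calcium signal (Ex 480/Em 530) followed at 1 s/cycle for 100 cycles in TRHR-expressing cells.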
D2 ag: activates the human D2 dopamine receptor. P14416. HEK293 T-REx D2 cells, calcium flux agonist mode. activation, % at 2 µM. 340,000 tested, 0.53% active. AID 485358;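 active = activation over 3 SD above normal in the single-dose calcium agonist read, cut at about 30% in these data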; also: 0% is about no effect
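Tetracycline-induced HEK293 Trex cells with D2 receptor force-coupled to calcium signaling, plated overnight at 30 C and loaded with no-wash calcium dye. Calcium flux read kinetically for 180 s after compound addition; responses flag agonists.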
D2 antag: antagonizes the human D2 dopamine receptor | P14416 | HEK293 TREx D2 cells, calcium flux, dopamine EC80 | inhibition, % at 10 µM | 340,000 tested, 2% active; in the data active = inhibition above about 30%; also: 0% is about no effect
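Calcium mobilization kinetics were recorded at 1 s intervals in tetracycline-induced HEK293 T-REx D2 cells, first for 180 s after compound addition and then 180 s after EC80 dopamine.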
TRHR agonist: agonists of human TRH receptor; 360,000 tested, 0.18% active; TRHR cells, calcium flux fluo-8, FDSS agonist mode; activation, % at 2 µM; P34981; AID 493084; in the data active = activation above about 30%; also: 0% is about no effect
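Fluo-8-loaded TRHR cells; 10 s baseline, compound added, kinetic Ca2+ fluorescence read 1/s, agonist mode.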
The depositor's hits bear a star; ? = inconclusive; nt = no result given; [ ] = remark or other dose. Unless noted, calls follow the shape of the dose curve; as a rule, active = well fitted inhibition curve with a large enough effect; inconclusive = small, poorly fitted or top-dose-only effect; inactive = no such curve, though single readings can be large or run the other way.

SMILES	TrxR1 substrate	mIDH1 inhibitor	rTrxR1 inhibitor	PI4K2A inh	USP1 inh	TRHR enhancer	D2 ag	D2 antag	TRHR agonist
COc1cccc(/C(O)=C/c2nc3ccc(C(=O)NCCc4ccc(Cl)cc4)cc3[nH]c2=O)c1	-9%	6%	-3%	0	?	2	7.8	0	13
CCN(CC)CCn1c(NC(=O)c2ccc(C(F)(F)F)cc2)nc2ccccc21	155%[activator][57.1 µM]	3%	30%[57.1 µM]	2	-6%	2	-1.2	88*	0.0
COc1cccc(CNCC(O)COc2ccc(C(=O)c3ccccc3)cc2)c1 (stereo unspecified)	-5%	10%	-8%	-3	-14%	2	nt	nt	1.4
Cc1ccc(S(=O)(=O)N2CCC(C(=O)Nc3ccc(C)c(Cl)c3)CC2)cc1	-4%	-3%	12%	1	?	6	-1.0	nt	-0.9
CCOC(=O)c1ccc(NC(=S)Nc2ccc(Cl)cn2)cc1	-4%	3%	17%	0	-1%	13	-0.5	-17	0.9
CCOc1ccc(S(=O)(=O)N(CC)CC(=O)NCc2ccncc2)cc1C	-3%[57.1 µM]	-1%	0%[57.1 µM]	-6	-8%	-3	-0.3	16	-1.1
OC1(c2ccc(Cl)cc2)CCN(Cc2cn[nH]c2-c2ccccc2)CC1	-4%	-4%	-9%	7	-12%	0	0.4	84*	0.6
COCCN(C(=O)c1ccccc1)c1nnc(-c2cccnc2)s1	3%	3%	6%	-7	-9%	-4	0.1	48*	-0.7
COCCNC(=O)c1ccc(CS(=O)(=O)c2ccccc2OC)o1	-2%	-7%	6%	-3	-24%	2	-1.2	6	-1.0
Cc1ccc(-c2csc(/C(C#N)=C/Nc3ccc4c(c3)OCCO4)n2)cc1	0%	-1%	?	3	-15%	-6	0.4	-11	0.3
N#C/C(=C(/O)CCl)c1nnc2n1CCCCC2	7%[57.1 µM]	11%	12%[57.1 µM]	-1	-2%	-8	0.1	20	0.3
COc1ccc(C)cc1S(=O)(=O)N1CCC2(CC1)OCCN2S(=O)(=O)c1cccs1	6%[57.1 µM]	6%	10%[57.1 µM]	-3	-10%	66*	-0.4	2	0.4
C[C@H](CO)N1C[C@H](C)[C@@H](CN(C)Cc2ccccc2)Oc2c(NS(=O)(=O)c3ccc(F)cc3)cccc2C1=O	7%[57.1 µM]	11%	21%[57.1 µM]	3	-17%	nt	nt	nt	nt
CCOc1ccc(NC(=O)Cn2nc(Cc3ccncc3)c3ccccc3c2=O)cc1	-11%	5%	-6%	-2	22%	38*	nt	nt	-2.0
COc1cccc(/C=N/NC(=O)c2ccc(CN3c4cccc5cccc(c45)S3(=O)=O)cc2)c1	29%	2%	10%	-4	5%	0	0.4	-15	0.3
O=C(N/N=C/c1cc(Br)c(O)c(Br)c1)c1cc2c(ccc3ccccc32)o1	-3%[57.1 µM]	7%	-7%[57.1 µM]	0	?	10	0.6	5	1.7
COc1cccc(C(=O)N2c3cc(C)ccc3C(C)(c3ccccc3)CC2(C)C)c1 (stereo unspecified)	-4%	0%	3%	4	-18%	5	-0.6	nt	0.2
S=C1N(c2ccccc2)CN(C2CCCCC2)CN1c1ccccc1	-3%[57.1 µM]	4%	16%[2.29 µM]	-3	-3%	-13	-1.6	-21	-1.3
CCN1CCN(C(=O)Nc2ccccc2OC)CC1	13%	10%	27%	1	0%	15	-1.0	-10	-0.4
O=C(O)C1C2CC3OC(=O)C1C3C2 (stereo unspecified)	3%[57.1 µM]	4%	11%[57.1 µM]	0	-4%	nt	nt	nt	nt

Printed as active in TRHR enhancer, among the entries above:
SMILES,TrxR1 substrate,rTrxR1 inhibitor,PI4K2A inh,USP1 inh,TRHR enhancer,D2 antag,TRHR agonist
COc1ccc(C)cc1S(=O)(=O)N1CCC2(CC1)OCCN2S(=O)(=O)c1cccs1,6%[57.1 µM],10%[57.1 µM],-3,-10%,66*,2,0.4
CCOc1ccc(NC(=O)Cn2nc(Cc3ccncc3)c3ccccc3c2=O)cc1,-11%,-6%,-2,22%,38*,nt,-2.0

Continued:
SMILES	TrxR1 substrate	mIDH1 inhibitor	rTrxR1 inhibitor	PI4K2A inh	USP1 inh	TRHR enhancer	D2 ag	D2 antag	TRHR agonist
COc1ccc(CSc2nc(C)[nH]c2[N+](=O)[O-])cc1[N+](=O)[O-]	0%[57.1 µM]	6%	11%[57.1 µM]	-2	-7%	0	-1.2	-9	-0.9
CC(C)c1nc2c(c(=O)c3ccccc3n2C)c(=O)n1-c1ccc(F)cc1	14%[57.1 µM]	5%	21%[57.1 µM]	-8	-11%	-12	2.8	3	0.6
Fc1ccc(-c2cc(C(F)(F)F)nc(-n3cccn3)n2)cc1	0%	9%	16%	4	-13%	0	-0.1	-5	-0.2
COc1ccc(CCN2C(=O)CC(N3CCN(c4ccccn4)CC3)C2=O)cc1OC (stereo unspecified)	6%[57.1 µM]	1%	4%[57.1 µM]	8	-14%	1	0.2	-3	0.1
CCOc1c(O)ccc(/C=C2\SC(=S)NC2=O)c1[N+](=O)[O-]	-7%[57.1 µM]	-21%	-10%[57.1 µM]	-6	?	-2	1.3	4	-0.2
O=C(NCc1cccnc1)c1nn(-c2ccc(Cl)cc2)nc1CO	40%[activator]	-4%	15%	-5	-23%	-5	-0.6	nt	-0.6
COc1ccc(-c2cc(C(F)(F)F)nc(-n3ccnc3C)n2)cc1	7%	2%	16%	2	-2%	5	-0.1	-4	0.2
COc1cc(Cl)ccc1OCc1cc(C(=O)NC(C)Cc2cnccn2)no1 (stereo unspecified)	-11%	13%	-10%	4	-3%	-5	0.5	6	0.3
CCN(CC)S(=O)(=O)c1ccc(N2CCc3cc(OC)c(OC)cc3C2)nc1	-3%	-9%	-4%	0	1%	10	0.4	6	0.7
CC1CCCN(C(=O)CSc2cnc3ccccc3n2)C1 (stereo unspecified)	3%	2%	17%	-2	-5%	18	-0.7	-5	-0.4
COc1ccccc1NC(=O)NCCCN1CCN(c2cccc(Cl)c2)CC1	-2%[57.1 µM]	-1%	7%[57.1 µM]	4	-11%	5	49*	63*	0.3
CCCOc1ccccc1C1CC(=O)Nc2cc3c(cc21)OCCO3 (stereo unspecified)	-6%[57.1 µM]	-3%	9%[57.1 µM]	-1	-21%	8	-1.4	-9	0.2
Cc1ccc(S(=O)(=O)Nc2ncnc3ccccc23)cc1	-1%	-7%	2%	0	2%	31*	1.6	-8	0.6
Cc1ccc(NC(=O)c2ccc(NC(=O)N3CCSc4nc(C)cc(C)c43)cc2)c(Cl)c1	-2%	9%	3%	-7	-28%	0	0.1	nt	-0.9
O=C(Cc1ccc(Cl)cc1)N/N=C/c1cccs1	1%	-3%	15%	0	-17%	17	0.0	-4	0.4
COc1ccc([N+](=O)[O-])cc1NC(=O)c1ccc(N2C(=O)CCC2=O)cc1	-3%	-3%	2%	-2	2%	-1	0.7	0	0.6
CCOC(=O)c1c(NC(=O)c2ccc(OC)cc2)sc2c1CCCCC2	2%	2%	3%	0	-17%	-5	1.3	nt	0.8
Cn1c(=O)c2c(ncn2Cc2nnc(N)s2)n(C)c1=O	10%[57.1 µM]	9%	17%[57.1 µM]	3	-16%	4	-1.1	-17	-0.9
CC1CC(C)CN(C(=O)COc2cccnc2[N+](=O)[O-])C1 (stereo unspecified)	-1%	0%	18%	0	0%	nt	nt	nt	nt
COC(=O)[C@H](C)NC(=O)Nc1cccc(C)c1	4%[57.1 µM]	-4%	11%[57.1 µM]	3	-16%	0	0.5	3	-0.1
CC(=O)c1ccc(C(=O)N2CCCC(N3CCN(c4ccc(F)cc4)CC3)C2)s1 (stereo unspecified)	-3%	3%	-6%	2	4%	-12	nt	nt	0.0
COc1ccc(-c2cc(C(=O)N3CCN(S(=O)(=O)c4ccccc4)CC3)[nH]n2)cc1	-9%[57.1 µM]	7%	10%[57.1 µM]	-4	-15%	1	-0.2	7	-0.7

Gathered by group: the compounds so far containing fluorine.
SMILES	TrxR1 substrate	mIDH1 inhibitor	rTrxR1 inhibitor	PI4K2A inh	USP1 inh	TRHR enhancer	D2 ag	D2 antag	TRHR agonist
CCN(CC)CCn1c(NC(=O)c2ccc(C(F)(F)F)cc2)nc2ccccc21	155%[activator][57.1 µM]	3%	30%[57.1 µM]	2	-6%	2	-1.2	88*	0.0
C[C@H](CO)N1C[C@H](C)[C@@H](CN(C)Cc2ccccc2)Oc2c(NS(=O)(=O)c3ccc(F)cc3)cccc2C1=O	7%[57.1 µM]	11%	21%[57.1 µM]	3	-17%	nt	nt	nt	nt
CC(C)c1nc2c(c(=O)c3ccccc3n2C)c(=O)n1-c1ccc(F)cc1	14%[57.1 µM]	5%	21%[57.1 µM]	-8	-11%	-12	2.8	3	0.6
Fc1ccc(-c2cc(C(F)(F)F)nc(-n3cccn3)n2)cc1	0%	9%	16%	4	-13%	0	-0.1	-5	-0.2
COc1ccc(-c2cc(C(F)(F)F)nc(-n3ccnc3C)n2)cc1	7%	2%	16%	2	-2%	5	-0.1	-4	0.2
CC(=O)c1ccc(C(=O)N2CCCC(N3CCN(c4ccc(F)cc4)CC3)C2)s1 (stereo unspecified)	-3%	3%	-6%	2	4%	-12	nt	nt	0.0

Not a hit list; overall some 3.9% were active at least once.
